ASK1 primary = inhibitors of human ASK1 kinase; inhibition, % at 7.44 µM; AlphaScreen MKK6 phosphorylation by ASK1, luminescence; AID 1159602; Q99683; 22,000 tested, 0.99% active; in the data active = inhibition above about 35%;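 note: 0% = median of compound wells and 100% = no enzyme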
Target sequence (Q99683 whole entry, looked up): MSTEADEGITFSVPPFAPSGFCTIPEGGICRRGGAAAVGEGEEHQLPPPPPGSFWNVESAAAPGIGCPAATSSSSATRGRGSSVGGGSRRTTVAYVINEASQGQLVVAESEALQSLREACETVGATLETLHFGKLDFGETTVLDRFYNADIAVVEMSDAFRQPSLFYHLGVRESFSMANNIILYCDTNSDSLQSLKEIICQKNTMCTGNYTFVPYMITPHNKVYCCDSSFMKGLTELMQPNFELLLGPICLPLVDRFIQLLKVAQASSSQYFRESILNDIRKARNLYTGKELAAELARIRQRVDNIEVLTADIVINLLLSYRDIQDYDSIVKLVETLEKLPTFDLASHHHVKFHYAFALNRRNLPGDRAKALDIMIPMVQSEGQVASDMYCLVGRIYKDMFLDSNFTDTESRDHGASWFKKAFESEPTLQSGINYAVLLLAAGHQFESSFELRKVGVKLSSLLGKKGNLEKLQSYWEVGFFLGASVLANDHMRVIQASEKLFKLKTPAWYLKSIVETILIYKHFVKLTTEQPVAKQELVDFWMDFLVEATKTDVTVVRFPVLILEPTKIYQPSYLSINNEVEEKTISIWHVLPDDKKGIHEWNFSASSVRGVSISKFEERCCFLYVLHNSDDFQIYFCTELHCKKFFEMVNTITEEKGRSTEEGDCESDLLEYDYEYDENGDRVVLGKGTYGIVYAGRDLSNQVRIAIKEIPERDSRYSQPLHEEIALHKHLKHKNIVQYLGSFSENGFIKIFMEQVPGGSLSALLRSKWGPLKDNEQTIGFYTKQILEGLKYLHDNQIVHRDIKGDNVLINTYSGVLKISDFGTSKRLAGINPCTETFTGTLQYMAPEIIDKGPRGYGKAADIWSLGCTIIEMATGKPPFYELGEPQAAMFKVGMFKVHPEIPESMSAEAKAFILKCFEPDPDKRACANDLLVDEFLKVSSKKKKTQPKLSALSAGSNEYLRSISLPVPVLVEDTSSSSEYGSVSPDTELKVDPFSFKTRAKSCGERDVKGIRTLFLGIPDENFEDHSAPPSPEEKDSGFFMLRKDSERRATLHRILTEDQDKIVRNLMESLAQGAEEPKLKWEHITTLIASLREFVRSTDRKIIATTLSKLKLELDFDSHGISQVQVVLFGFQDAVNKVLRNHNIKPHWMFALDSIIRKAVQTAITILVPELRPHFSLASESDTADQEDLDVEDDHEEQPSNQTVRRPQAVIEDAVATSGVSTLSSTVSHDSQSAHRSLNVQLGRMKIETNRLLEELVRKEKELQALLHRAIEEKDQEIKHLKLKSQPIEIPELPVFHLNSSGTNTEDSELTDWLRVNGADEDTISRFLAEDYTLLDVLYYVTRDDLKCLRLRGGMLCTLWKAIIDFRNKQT
ULK1 primary = blocks human autophagy kinase ULK1. O75385. AlphaScreen Atg13 phosphorylation by ULK1, luminescence. inhibition, % at 5.96 µM. 30,000 tested, 1.9% active. AID 1259251; in the data active = inhibition above about 43%;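 note: 0% = median of compound wells and 100% = no enzyme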
* hit, by the source's call; nt = no result given.

SMILES	ASK1 primary	ULK1 primary
CCCNc1nc(Nc2ccc(C(F)(F)F)cc2)nc2cc(OC)c(OC)cc12	-14	7
O=C(NCCc1ccc(O)cc1)C1CCN(c2ccc(Nc3ccc(-n4ccnc4)cc3)nn2)CC1	13	7
COc1cccc(COC(=O)Nc2ccc(-c3cn[nH]c3)cc2OCCCO)c1	7	-17
Cc1cc(NCCN(C(C)C)C(C)C)nc(N2CCN(Cc3ccc4c(c3)OCO4)CC2)n1	-9	-8
CC(C)n1c(Nc2ccc(N3CCOCC3)cc2)nc2c(NCCc3ccc(O)cc3)ncnc21	6	-5
CCNc1nccc(Nc2cc(OC)c(OC)c(OC)c2)n1	-4	-3
Oc1ccc(CCNc2nc(Nc3ccncn3)nc3c2ncn3C2CCCCC2)cc1	5	15
O=C(O)CCC(=O)NNC(=O)c1cccc([N+](=O)[O-])c1	nt	14
CCC1CCC(C(=O)Nc2cccc(C)c2N2CCC3(CC2)OCCO3)O1 (centres undefined)	-4	-7
Cc1noc(C)c1-c1cc(NCCO)ncn1	-11	17
Cn1c(Nc2cccc(C(=O)NCCN3CCOCC3)n2)nc2ccccc21	-14	-4
Cc1cc(Nc2ccc(N3CCOCC3)cc2)nc(-c2ccccc2)n1	29	28
NC(C(=O)N1CCN(C(=O)c2ccc3[nH]ncc3c2)CC1)c1ccc(-c2ccccc2)cc1 (centres undefined)	12	0
O=C(NCC(O)c1ccc(Cl)cc1)c1cn(-c2cc3cn[nH]c3cc2F)nn1 (centres undefined)	-6	3
Cn1cc(-c2cc(Nc3ccc(N4CCOCC4)cc3)ncc2Cl)cn1	-1	61*
Cc1cc(NCCCN2CCCC2=O)nc(Cl)n1	-5	2
COc1cccc(CNC(=O)Nc2ccc(-c3cn[nH]c3)cc2OCCN)c1	-4	16
Cc1ccc2c(c1)CC(c1nc3ccc(-c4cn[nH]c4)cc3s1)CO2 (centres undefined)	-17	0
c1ccc(-n2cnc3c(NCCN4CCOCC4)nc(NCCN4CCOCC4)nc32)cc1	2	2
c1ccc(Oc2ccc(Nc3nc(-c4ccc(N5CCOCC5)nc4)nc4c3ncn4-c3ccsc3)cc2)cc1	-20	-9

Full records, looked up by structure. Order of screens: ASK1 primary, ULK1 primary
NC(C(=O)N1CCN(C(=O)c2ccc3[nH]ncc3c2)CC1)c1ccc(-c2ccccc2)cc1 (centres undefined) is listed as 12, 0
CCC1CCC(C(=O)Nc2cccc(C)c2N2CCC3(CC2)OCCO3)O1 (centres undefined) is listed as -4, -7
O=C(NCCc1ccc(O)cc1)C1CCN(c2ccc(Nc3ccc(-n4ccnc4)cc3)nn2)CC1 is listed as 13, 7
Cn1cc(-c2cc(Nc3ccc(N4CCOCC4)cc3)ncc2Cl)cn1 is listed as -1, 61*
COc1cccc(CNC(=O)Nc2ccc(-c3cn[nH]c3)cc2OCCN)c1 is listed as -4, 16

Returning to the listing; the 5 compounds before the break are reprinted first.
SMILES	ASK1 primary	ULK1 primary
Cc1cc(NCCCN2CCCC2=O)nc(Cl)n1	-5	2
COc1cccc(CNC(=O)Nc2ccc(-c3cn[nH]c3)cc2OCCN)c1	-4	16
Cc1ccc2c(c1)CC(c1nc3ccc(-c4cn[nH]c4)cc3s1)CO2 (centres undefined)	-17	0
c1ccc(-n2cnc3c(NCCN4CCOCC4)nc(NCCN4CCOCC4)nc32)cc1	2	2
c1ccc(Oc2ccc(Nc3nc(-c4ccc(N5CCOCC5)nc4)nc4c3ncn4-c3ccsc3)cc2)cc1	-20	-9
Cc1ncn(-c2ccc(Nc3cc(-c4nocc4-c4ccccn4)ccn3)cc2)n1	3	42
CC(=O)[O][Al][O]C(C)=O	nt	-18
NC(=O)c1ccc(-c2nc3ccc(C(=O)NC4CCN(Cc5ccccc5)CC4)cc3s2)cc1	-7	25
COc1nc(NCCCN2CCCC2=O)nc(-c2ccc(C(=O)NC3CC3)cc2)n1	0	12
Cc1nc(N)cc(-c2ccc(NC(=O)C3COc4ccccc4O3)cc2C)n1 (centres undefined)	-8	0
C=CCN1CCN(c2ccc(C(F)(F)F)cn2)C1=O	nt	2
c1ccc(OCCNc2nc(NCc3ccc4c(c3)OCO4)nc3nc[nH]c23)cc1	0	-13
COc1ccc(C)cc1S(=O)(=O)N1CCN(c2ccc(C)cc2)CC1	nt	0
CN(C)c1ccc(C(=C2C=CC(=[N+](C)C)C=C2)c2ccc(N(C)C)cc2)cc1	nt	80*
Cc1cccc(NC(=O)c2cccc(C)c2N2CCC3(CC2)OCCO3)n1	-6	-2
COc1cc(OC)cc(C(=O)Nc2cc(C)nn2-c2ncnc3c2cnn3-c2cccc(C)c2C)c1	nt	-9
NC(C(=O)Nc1ccc(-c2cn[nH]c2)c(Cl)c1)c1ccc(Cl)cc1 (centres undefined)	14	-10
CC(=O)Oc1ccc(/C=C(\C#N)C(=O)Nc2ccc([N+](=O)[O-])cc2)cc1Br	nt	7
CN(C)CCOc1cc(-c2ccncc2)ccc1NC(=O)C1COc2ccccc2C1 (centres undefined)	-10	-17
c1ccc(Oc2ccc(Nc3nc(-c4csc5ccccc45)nc4c3ncn4C3CCCCC3)cc2)cc1	13	3
O=C(NC1CC1)c1ccnc(-c2cccs2)c1	10	12
CC(=O)Nc1ccc(Nc2ncnc3nc(-c4ccccc4)[nH]c23)cc1	-5	-4
O=C(Cc1cn(-c2ccc(Nc3ccncn3)nn2)c2ccccc12)Nc1ccc(N2CCOCC2)cc1	6	25
O=C(NC1CC1)C1CCN(c2ccc(Nc3ccc(-n4ccnc4)cc3)nn2)CC1	3	7
Cc1cc(N/C=C\C(=O)c2cccs2)no1	nt	-3
Cn1c(Nc2ncc(C(=O)NCc3cccc(C(F)(F)F)c3)s2)nc2ccccc21	9	2
CC(C)n1c(-c2ccc(C(=O)NC3CC3)cc2)nc2c(NCCOc3ccccc3)ncnc21	12	-25
c1ccc(CNc2nc(NC3CCN(Cc4ccccc4)CC3)nc3c2ncn3-c2ccsc2)cc1	18	-5
CC(=O)c1cccc(-c2nc3ccc(C(=O)NC4CCN(Cc5ccccc5)CC4)cc3s2)c1	0	13
CC(C)Oc1cc(-c2cn[nH]c2)ccc1NC(=O)C1COc2ccccc2O1 (centres undefined)	-6	-7
CC(C)CSc1nc2c(c(=O)n(C)c(=O)n2C)n1Cc1ccccc1	nt	7
COc1ccc(-c2cncc3ccc(C(=O)NCc4cnc(C)cn4)nc23)cc1	nt	6
Cc1cc(NC(=O)C2CCCC2)n(-c2nc3c(c(=O)[nH]2)CCC3)n1	nt	10
Cn1c(=O)c2c(n(C)c1=O)n1c(-c3ccccc3Cl)nnc1n2Cc1ccccc1	nt	-3
Cc1cccc(C(=O)Nc2c(C)nc3ccc(Cl)cn3c2=O)c1	nt	4
O=C(Nc1ccc2[nH]ncc2c1)C1CCCN(C(=O)c2ccccn2)C1 (centres undefined)	2	0
CCCCC/C=C\C/C=C\CCCCCCCC(=O)O	nt	28
CC(C)n1c(N2CCN(c3ccccn3)CC2)nc2c(Nc3ccccc3)ncnc21	-2	4
O=C(NC1CC1)c1ccc(-c2nc(C(=O)Nc3ccc(Oc4ccccc4)cc3)cs2)cc1	13	23
Cc1cc(Nc2ccc(Oc3ccccc3)cc2)nc(-c2c(C)noc2C)n1	-5	-5
O=C(Nc1cc(-c2cn[nH]c2)ccc1OCCN1CCCC1)C1COc2ccc(F)cc2C1 (centres undefined)	6	-1
NC(=O)c1ccccc1Nc1cc(NC(=O)Cc2ccc(F)c(F)c2)ncc1Cl	-3	1
COc1cc2nc(Nc3ccc(N4CCOCC4)cc3)nc(NCCO)c2cc1OC	13	12
CC(=O)n1nc(C)c(S(=O)(=O)N2CCc3ccccc3C2)c1C	nt	-5
COc1cc(Nc2nc(NCc3cccnc3)c3ncn(C4CCCCC4)c3n2)cc(OC)c1OC	3	-2

Some of the entries above, set out differently.
ASK1 primary | ULK1 primary | SMILES
2 | 2 | c1ccc(-n2cnc3c(NCCN4CCOCC4)nc(NCCN4CCOCC4)nc32)cc1
-20 | -9 | c1ccc(Oc2ccc(Nc3nc(-c4ccc(N5CCOCC5)nc4)nc4c3ncn4-c3ccsc3)cc2)cc1

Continuation:
SMILES	ASK1 primary	ULK1 primary
Nc1nc(NCCCN2CCCC2=O)cc(-c2ccc(C(=O)NC3CC3)cc2)n1	3	-8
CN1CCN(C(=O)c2ccc(-c3nc4ncnc(Nc5ccc(N6CCOCC6)cc5)c4[nH]3)cc2)CC1	3	32
O=C(Cc1cn(-c2ccc(NCc3ccc4c(c3)OCO4)nn2)c2ccccc12)NCCc1ccc(O)cc1	-18	1
Fc1ccc(-c2cc(NCCCN3CCOCC3)nc(-c3ccccn3)n2)cc1	nt	9
C[C@H](Cn1cnc2c(N)ncnc21)OCP(=O)(O)O	nt	-13
O=C1NC2(CCN(CC(=O)N3CCc4ccccc43)CC2)C(=O)N1Cc1ccc(F)cc1	nt	-11
OCC1CCCN1c1nc(Nc2ccccc2)c2ncn(-c3ccsc3)c2n1 (centres undefined)	2	2
O=C(C(O)c1ccc(Br)cc1)N1CCC(Oc2ccc3cnccc3c2)CC1 (centres undefined)	-11	-8
c1ccc2c(c1)OC[C@@H](c1nc3cc(-c4ccncc4)cnc3s1)O2	3	13
O=C(NC1CCN(Cc2ccccc2)CC1)c1csc(NC2CCC(O)CC2)n1 (centres undefined)	1	10
COc1ccccc1C(=O)NNC(=O)C(=O)NC1CCCCC1	nt	5
O=C(NCc1cccnc1)c1ccc2nc(Nc3ncccn3)sc2c1	-19	0
CC(C)n1c(-c2ccccc2)nc2c(NCCc3ccc(O)cc3)ncnc21	22	-26
O=C1CCCN1CCn1cnc2c(NCc3ccccc3)nc(-c3cccs3)nc21	-2	5
Cc1cccc(CC(=O)Nc2cnn(-c3cccc(C(=O)Nc4cccc(Br)c4)c3)c2)c1	-15	-27
N[C@H](Cc1ccc(Br)cc1)C(=O)N1CCC(C(=O)Nc2ccc3[nH]ncc3c2)C1 (some centres undefined)	-1	7
O=C(NCc1ccccc1)c1cccc(-c2csc3ccccc23)n1	-11	1
Fc1ccc(-c2cnc(NCCc3c[nH]c4ccccc34)nc2)cc1	nt	-4
COc1ccc(CCNc2nc(-c3cccs3)nc3c2ncn3C(C)C)cc1	5	-19
COc1cc2nc(N3CCN(c4ccccn4)CC3)nc(Nc3ccc4c(c3)OCO4)c2cc1OC	-1	-19
COc1cc(Nc2nc(NCCN3CCOCC3)c3[nH]cnc3n2)cc(OC)c1OC	-3	40
CC(C)N(CCNc1ccnc(N2CCN(Cc3ccc4c(c3)OCO4)CC2)n1)C(C)C	-12	1
c1cc(Cn2cncn2)cc(Nc2nccc(-c3cncc(N4CCOCC4)c3)n2)c1	1	55*
FC(F)(F)Oc1ccc(Nc2nc(NCCc3ccccn3)c3[nH]cnc3n2)cc1	5	5
Cc1cnc(NCc2cccnc2)nc1NCCN1CCOCC1	-11	7
Cc1cnc(-c2ccc(N3CCOCC3)nc2)nc1NCc1ccccc1	-11	4
COCC(O)Cn1ccnc1[N+](=O)[O-] (centres undefined)	nt	2
O=C(NCCCN1CCCC1=O)c1cccc(N2CCOCC2)n1	6	-32
CCOc1ccc2c(c1)CC(C(=O)Nc1ccc(-c3cn[nH]c3)cc1OCCN(C)C)NC2 (centres undefined)	0	-9
NC(=O)c1ccc(-c2nc(NCc3ccccc3)c3ncn(-c4ccccc4)c3n2)cc1	-13	-6
N#CC(c1ccccc1)N1C(=O)c2ccccc2C1=O (centres undefined)	nt	9
Cc1noc(C)c1-c1nc2ncnc(NCCCN3CCCC3=O)c2[nH]1	-10	1
O=C(NNc1ccccc1)C(O)(c1ccccc1)c1cccs1 (centres undefined)	nt	-8
O=C(Cc1cn(-c2ccc(Nc3ccc4ncccc4c3)nn2)c2ccccc12)Nc1ccc(N2CCOCC2)cc1	24	18
Oc1ccc(CCNc2nc(Nc3nccc4ccccc34)nc3c2ncn3C2CCCCC2)cc1	2	1
CN(C)c1cccc(Nc2nc(NCc3ccccc3)c3ncn(-c4ccccc4)c3n2)c1	-7	10
CC(C)n1cnc2c(NCCN3CCOCC3)nc(-c3cccc(N)c3)nc21	-2	-13
O=C(CCCc1c[nH]c2ccccc12)NCCOc1ccccc1	nt	-15
Nc1nccc(N2CCN(S(=O)(=O)Cc3ccccc3)CC2)n1	-12	-3
O=C(NCCOc1ccccc1)c1cc(Cl)nc2ccccc12	-9	31

4 compounds out of the list above, ordered by the value under ULK1 primary, falling.
SMILES	ASK1 primary	ULK1 primary
O=C(NCCOc1ccccc1)c1cc(Cl)nc2ccccc12	-9	31
COCC(O)Cn1ccnc1[N+](=O)[O-] (centres undefined)	nt	2
CC(C)n1cnc2c(NCCN3CCOCC3)nc(-c3cccc(N)c3)nc21	-2	-13
O=C(CCCc1c[nH]c2ccccc12)NCCOc1ccccc1	nt	-15

Further compounds follow.
SMILES	ASK1 primary	ULK1 primary
Cc1cccc(CN(CCN(C)C)C(=O)Nc2ccc(-c3cn[nH]c3)cc2)c1	12	8
O=c1[nH]ccc2c(S(=O)(=O)N3CCCNCC3)cccc12	-18	46*
O=C(O)C1(c2ccc(Br)cc2)CCCC1	nt	-4
FC(F)(F)c1ccc(Cn2cnc3c(NC4CC4)nc(-c4csc5ccccc45)nc32)cc1	-14	-27
CN1CCC(=C2c3ccccc3CCc3cccnc32)CC1	nt	14
Cc1cnc(NCCN2CCOCC2)nc1NCCO	-2	1
CC(C)n1cnc2c(NC3CCN(Cc4ccccc4)CC3)nc(NCc3ccc4c(c3)OCO4)nc21	32	-6
CCN(CC)C(=O)C1CCCN(c2cc(C(=O)NC3CCN(Cc4ccccc4)CC3)ccn2)C1 (centres undefined)	3	2
Cc1cc(NCCc2ccc(O)cc2)nc(Nc2ccncn2)n1	-11	-6

Screening results as filed in PubChem BioAssay.
